# Screens: PubChem, Broad Institute
# EWS-Fli inh – EWS/Fli-driven NR0B1 reporter inhibitors, primary screen, A673 cells, NR0B1 luciferase, luminescence, MLPCN library | viability-normalised | inhibition, % at 12.6 µM | 0.67% of 350,000 active;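 active means mean inhibition of at least 50% after viability correction, with every replicate also passing that limit; inconclusive means mean reaches 50% but only one of two replicates passes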;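 further: firefly luciferase signal divided by Alamar Blue viability fluorescence both relative to DMSO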
# S100A4 MyoIIA – inhibitors of S100A4-myosin IIA peptide binding, primary screen, biochemical, fluorescence polarization, TAMRA-MyoIIA peptide; Protein S100-A4 (Homo sapiens), P26447; inhibition, % at 10.7 µM; 0.14% of 360,000 active; AID 652163, 2013;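 active means mean inhibition of at least 70% across replicates, with every replicate also reaching that level; inconclusive means mean inhibition reaches 70% but some replicates fall short; inactive means mean inhibition below 70%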
#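 Test system: S100A4 monomer protein; Medium: HEPES pH 7.2 with CaCl2, KCl, NaCl, DTT, Triton; Probe or stimulus: TAMRA-labelled myosin IIA heavy-chain peptide probe, 5 nM; Doses: one dose per compound; Times: polarization read 5 min after assay mix addition, stable 5–60 min; Benchmarks: neutral control DMSO, positive control TFP.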
# RAD54 branch – inhibitors of human RAD54 branch migration, primary screen, biochemical, fluorescence, single point; DNA repair and recombination protein RAD54-like (Homo sapiens), Q92698; RAD54 Holliday junction branch migration, FAM/BHQ fluorescence; inhibition, % at 10.4 µM; 0.14% of 360,000 active; AID 602329, 2012;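 active means mean normalized replicate activity at least 40 and at least half of replicates scoring 40 or more; inconclusive means only one of the two criteria met; inactive means mean below 40 and under half of replicates reaching 40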;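 further: 0% = median of neutral control wells and 100% = median of positive control wells; inhibitors cause a drop in the FAM fluorescence signal; in these data hits start at about 50%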
# E-selectin induc – E-selectin induction in HUVECs, primary screen, imaging, HUVEC, immunofluorescence imaging, single point. P16581. normalized: neutral wells 0, TNF-alpha wells 100. activation, % at 7.58 µM. 0.37% of 260,000 active. AID 686992, 2013;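 active means mean E-selectin-positive cell signal at least 10% of the positive control, reached in at least 60% of replicates, without over 20% cell loss; inconclusive means no rule given, readout overlaps actives, possibly toxicity-flagged; inactive means the rest, including those meeting only one limit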;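 further: in these data hits start at about 27%; measured in HUVEC primary endothelial cells; signal is the percent of cells scored E-selectin positive by PE staining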
# Target sequence (P16581 whole entry, looked up): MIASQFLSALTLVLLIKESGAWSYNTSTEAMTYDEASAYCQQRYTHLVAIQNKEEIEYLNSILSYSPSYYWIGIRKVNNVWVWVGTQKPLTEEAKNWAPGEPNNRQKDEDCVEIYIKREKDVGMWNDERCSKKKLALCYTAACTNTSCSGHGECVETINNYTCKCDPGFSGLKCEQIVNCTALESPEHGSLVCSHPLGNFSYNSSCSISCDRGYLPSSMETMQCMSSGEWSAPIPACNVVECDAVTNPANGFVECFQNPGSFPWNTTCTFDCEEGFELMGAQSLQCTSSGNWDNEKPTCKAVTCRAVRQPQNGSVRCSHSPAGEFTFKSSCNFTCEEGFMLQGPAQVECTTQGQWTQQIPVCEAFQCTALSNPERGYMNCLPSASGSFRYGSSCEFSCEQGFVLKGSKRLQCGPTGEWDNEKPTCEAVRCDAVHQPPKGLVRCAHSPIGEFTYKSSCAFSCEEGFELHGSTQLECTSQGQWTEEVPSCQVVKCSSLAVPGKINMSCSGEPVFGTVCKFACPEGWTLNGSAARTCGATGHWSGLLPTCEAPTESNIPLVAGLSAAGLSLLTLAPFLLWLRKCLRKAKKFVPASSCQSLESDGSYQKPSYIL
#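 assay system = HUVEC, human umbilical vein endothelial cells | input = 3,000 HUVEC seeded per well | medium = EGM-2 growth medium on 0.1% gelatin-coated wells | dosing = one compound dose added by pin transfer | signal = immunofluorescence imaging | read-out basis = % PE-positive cells | control set = TNF-alpha, DMSO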
# Xi reactivation – activators of inactive X chromosome reactivation, primary screen, imaging, XiGFP fibroblasts, GFP high-content imaging, set 2; XiGFP mouse fibroblasts, % GFP-positive cells imaging, 3 d; cells co-treated with 5-aza-dC sensitizer; scaled so ellipticine positive control = 100%; activation, % at 7.58 µM; 0.055% of 360,000 active; AID 743238, 2013;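 active means mean normalized replicate activation at least 10% and every replicate at or above 10%; inconclusive means only one of the two criteria met; inactive means mean below 10% and not all replicates reach 10%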;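 further: 0% = median of on-plate neutral control wells and 100% = ellipticine 6 µM median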
#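 Assay system: SV40-immortalized XiGFP fibroblast cells, line 68-5-11; buffer or medium: DMEM plus 5-aza-dC sensitizer; compound: one concentration, pinned; timing: compounds 3 days, fix/stain 15 min at room temperature; benchmarks: positive control ellipticine, 6 µM final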
# FN deposition inh – inhibitors of fibronectin matrix deposition, primary screen, AH1F cells, Alexa488-fibronectin fluorescence, plate reader; AH1F fibroblasts, overnight; inhibition, % at 12.6 µM; 0.086% of 350,000 active;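 active means mean inhibition across replicates of 30% or more, regardless of how many single replicates reach that level; inconclusive means mean under 30% yet at least half of replicates reach 30%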;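 further: positive control wells lacked labelled fibronectin entirely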
#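 Test system: AH1F fibroblast monolayer depositing Alexa488-labelled fibronectin into matrix. Input: 10000 cells per well. Technique: fluorescence, ex 485 nm, em 525 nm. Buffer or medium: DMEM plus 2% serum, read in PBS. Timing: 1 h cell adhesion before compound, then overnight fibronectin incubation. Compound: single dose, pinned. Read-out basis: inhibition from reduced deposited-fibronectin fluorescence.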
# esBAF inh – Bmi1 luciferase reporter increase in mESCs, primary screen, esBAF inhibitor project, mouse ES cells, Bmi1 luciferase knock-in, single point; reporter increase, % at 12.5 µM; 24 h; 100% = twice the neutral-well signal; 2% of 350,000 active; in the data active means activation above about 40%; inconclusive means no clear call, values can overlap the other calls;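 further: 0% = median of the plate's neutral control wells and 100% = double that signal; a rise in the Bmi1 reporter signal indicates esBAF inhibition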
# RAD52 anneal inh – RAD52 DNA annealing inhibitors, primary screen, biochemical, FRET, single point, set 2. DNA repair protein RAD52 homolog (Homo sapiens), P43351. recombinant RAD52 DNA annealing, FRET fluorescence. inhibition, % at 18.7 µM. 0.46% of 360,000 active. AID 651710, 2012;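 active means every replicate showing at least 50% inhibition; inconclusive means mean inhibition at least 50% but not in every replicate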
# Target sequence (P43351 whole entry, looked up): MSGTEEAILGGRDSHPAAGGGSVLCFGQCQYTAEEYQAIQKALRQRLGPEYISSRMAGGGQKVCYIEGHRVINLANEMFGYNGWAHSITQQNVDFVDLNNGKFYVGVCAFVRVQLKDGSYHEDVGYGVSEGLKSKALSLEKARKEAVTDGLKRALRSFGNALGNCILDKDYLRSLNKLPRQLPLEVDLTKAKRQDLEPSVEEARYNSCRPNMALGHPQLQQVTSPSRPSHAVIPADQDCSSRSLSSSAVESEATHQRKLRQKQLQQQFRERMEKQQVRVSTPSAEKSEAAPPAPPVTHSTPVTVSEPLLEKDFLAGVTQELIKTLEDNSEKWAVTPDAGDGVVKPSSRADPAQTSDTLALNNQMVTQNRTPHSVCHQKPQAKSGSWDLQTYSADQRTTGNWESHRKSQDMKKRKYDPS
# * = called active by the depositor; ? = inconclusive; nt = no result given; & = joins results of further samples.
mol	EWS-Fli inh	S100A4 MyoIIA	RAD54 branch	E-selectin induc	Xi reactivation	FN deposition inh	esBAF inh	RAD52 anneal inh
CCC(=O)N(CC)C[C@@H]1[C@@H](c2ccc(-c3ccccc3)cc2)[C@H](CO)N1C(C)=O	2	68	3	0.0	-0.1	-10	-3	-2
COCCN(C(=O)COC(=O)/C=C/c1cccs1)c1c(N)n(Cc2ccccc2)c(=O)[nH]c1=O	7	-1	-8	nt	0.0	nt	5	-8
Cc1ccc(S(=O)(=O)CC(=O)N2CCN(c3cccc(C(F)(F)F)c3)CC2)cc1	-3	-3	-6	-4.0	0.1	-4	nt	-9
Cc1ccc(NC(=O)c2cccc(F)c2)cc1S(=O)(=O)N1CCCCCC1	19	-5	nt	2.1	0.0	-3	nt	0
Cc1nn(CC(=O)NNC(=O)c2cccc(Br)c2)c(C)c1[N+](=O)[O-]	9	4	-6	-0.2	-0.1	nt	nt	-5
COc1ccccc1NC(=O)N(C)C[C@H]1Oc2ncc(C#CCC(C)C)cc2C(=O)N([C@H](C)CO)C[C@H]1C	-8	7	2	-0.2	-0.2	nt	3	-7
CCCCC#Cc1ccccc1COC[B-](F)(F)F	0	-2	nt	0.1	-0.1	18	nt	-3
CC(C)NCC(=O)Nc1c2c(nc3ccccc13)CCC2	4	1	4	nt	0.0	-1	nt	-11
C=CCC[C@@H](Cc1ccc(F)cc1)C(=O)OC[C@@H](Cc1c[nH]c2ccccc12)NC(=O)[C@H](CC=C)CC(=O)N(CCO)Cc1ccccc1	4	3	-2	-0.2	0.0	-17	20	-3
CN(C(=O)c1cccc(NC(=O)Cc2ccc(NC(=O)C3CCCN(C(=O)C4CC4)C3)cc2)c1)C1CCCC1 (stereo not given)	-7	-3	2	0.0	0.0	3	8	-31
O=C(N[C@@H]1CC[C@@H](CCn2cc(Cc3ccccc3)nn2)O[C@H]1CO)c1cnccn1	-3	10	-6	-0.3	0.7	nt	-4	2
O=C(Nc1ccccc1N1CCOCC1)C1CCCO1 (stereo not given)	-1	-2	-4	nt	0.0	6	-7	-15
COC(=O)[C@@H](c1ccccc1)N(C)S(=O)(=O)c1cccc(S(=O)(=O)N(C)[C@@H](C(=O)OC)c2ccccc2)c1	-6	0	1	-0.1	-0.1	9	9	-6
Nc1nc2nc(-c3ccccc3)cc(C(F)(F)F)c2s1	4	2	-4	0.5	0.6	5	-7	-10
CN(C[C@@H]1N[C@H](CO)[C@H]1c1ccccc1)C(=O)c1ccccn1	3	-3	-2	0.2	0.0	-7	-5	-12
CN(C)S(=O)(=O)N1CCN(S(=O)(=O)N(C)C)CC1	4	-4	-5	nt	nt	nt	-11	-5
O=C(NCCN1C(=O)C2C3C=CC(C3)C2C1=O)N1CCCCC1 (stereo not given)	1	1	-4	0.1	0.1	25	-8	2
CCOC(=O)C1=CN(Cc2cccc(F)c2)S(=O)(=O)NC1c1cccc(OC)c1 (stereo not given)	3	-4	7	-0.2	0.4	3	-3	2
Cc1ccc(S(=O)(=O)Nc2ccc3c(c2)CC(=O)N([C@H](C)CO)C[C@H](C)[C@H](CN(C)C(=O)NC(C)C)O3)cc1	9	2	-21	-0.1	0.1	nt	-6	15
O=C(Nc1ccc(S(=O)(=O)NCc2ccccc2)cc1)C1CCCCC1	nt	-1	-6	0.2	0.1	nt	5	-3

# A second format for 2 compounds above:
mol: CCC(=O)N(CC)C[C@@H]1[C@@H](c2ccc(-c3ccccc3)cc2)[C@H](CO)N1C(C)=O
  EWS-Fli inh: 2 | S100A4 MyoIIA: 68 | RAD54 branch: 3 | E-selectin induc: 0.0 | Xi reactivation: -0.1 | FN deposition inh: -10 | esBAF inh: -3 | RAD52 anneal inh: -2

mol: COCCN(C(=O)COC(=O)/C=C/c1cccs1)c1c(N)n(Cc2ccccc2)c(=O)[nH]c1=O
  EWS-Fli inh: 7 | S100A4 MyoIIA: -1 | RAD54 branch: -8 | E-selectin induc: nt | Xi reactivation: 0.0 | FN deposition inh: nt | esBAF inh: 5 | RAD52 anneal inh: -8

# New compounds follow:
mol	EWS-Fli inh	S100A4 MyoIIA	RAD54 branch	E-selectin induc	Xi reactivation	FN deposition inh	esBAF inh	RAD52 anneal inh
CCOC(=O)N1CCC(=NNC(=O)COc2ccc(C#N)cc2)CC1	-2	-1	0	nt	0.3	1	-11	-9
C[C@@H]1CN([C@H](C)CO)C(=O)c2cccc(NC(=O)c3nc4ccccc4s3)c2O[C@H]1CN(C)S(=O)(=O)c1cccs1	0	-9	-5	0.8	-1.1	21	-1	-9
COc1ccccc1N1CC(C(=O)Nc2nnc(SCC(=O)NC(C)C)s2)CC1=O (stereo not given)	2	-2	2	-0.4	0.0	6	nt	-11
CCn1c(C(C)NC(=O)c2cccs2)n[nH]c1=S (stereo not given)	0	-4	-5	nt	0.1	-2	2	-12
CCOc1ccc(C(C)=O)cc1CSc1nc2nc(C)cc(C)n2n1	-7	4	nt	nt	0.1	14	nt	2
CN(CC(=O)Nc1ccc(F)c(F)c1F)C(=O)c1cc(-c2ccncc2)nc2ccccc12	13	3	1	1.0	1.2	4	nt	-12
Cc1sc2nc(CSc3cccc(C(F)(F)F)c3)[nH]c(=O)c2c1C	15	44	nt	4.8	-0.2	7	0	-38
COc1ccc(CN2[C@@H](CO)[C@@H]3c4ccccc4N(C(=O)c4ccccc4)C[C@@H]32)cc1	5	-1	-9	0.0	0.0	-1	-4	-5
CC1(c2ccccc2)NC(=O)N(CC(=O)Nc2ccc(C(N)=O)cc2)C1=O (stereo not given)	11	8	-7	nt	0.0	0	-4	-3
CCOc1ccc(OCCOC(=O)CN2C(=O)NC3(CCCC3)C2=O)cc1	-7	5	-1	nt	0.1	9	2	5
O=C(O)CC1S/C(=N/N=C/c2ccc(Br)cc2)N(c2ccccc2)C1=O (stereo not given)	3	-1	-5	nt	0.0	6	3	-29
COc1ccccc1NC(=O)N(C)C[C@H]1Oc2cc(Br)ccc2S(=O)(=O)N([C@H](C)CO)C[C@H]1C	-13&-1&2	2&2&8	0&5&4	1.2&0.8	0.2&0.0	0&-1	-4&-3&8	-6&4&6
CCC(CC)C(=O)Nc1cc(OC)c(OC)cc1C(=O)O	nt	1	-4	nt	nt	11	-3	8
Cc1ccc2c(c1)C1CN(C)CCC1N2S(=O)(=O)c1cccc(F)c1 (stereo not given)	4	-6	1	nt	0.0	0	5	-19
Cc1ccc(NCc2nnc(SCC(=O)NNC(=O)Cc3ccccc3)n2C)cc1	7	-2	-13	-0.1	21*	10	nt	-1
Cc1nnc(NC(=O)CSc2nnc(CNC(=O)C34CC5CC(CC(C5)C3)C4)n2C2CCCCC2)s1	2	9	8	nt	0.1	5	3	4
COc1ccccc1CNC(=O)CNCCc1ccc(OC)c(OC)c1	9	1	-2	nt	0.1	-1	-4	-2
O=C(COC(=O)CCc1nc2ccccc2c(=O)[nH]1)Nc1c(Cl)cccc1C(F)(F)F	7	-12	nt	0.0	-0.1	0	nt	-18
CC1Cc2cc(S(=O)(=O)N3CCCCC3)ccc2N1C(=O)C1CCC1 (stereo not given)	0	-3	-5	nt	0.3	4	-1	-6
Cc1c(C#N)c(NC(=O)CCl)n(Cc2cccs2)c1C	?	-10	nt	nt	0.0	-4	nt	-35

# Structural class, those above with a cyano group (two)
mol	EWS-Fli inh	S100A4 MyoIIA	RAD54 branch	E-selectin induc	Xi reactivation	FN deposition inh	esBAF inh	RAD52 anneal inh
CCOC(=O)N1CCC(=NNC(=O)COc2ccc(C#N)cc2)CC1	-2	-1	0	nt	0.3	1	-11	-9
Cc1c(C#N)c(NC(=O)CCl)n(Cc2cccs2)c1C	?	-10	nt	nt	0.0	-4	nt	-35

# Next part.
mol	EWS-Fli inh	S100A4 MyoIIA	RAD54 branch	E-selectin induc	Xi reactivation	FN deposition inh	esBAF inh	RAD52 anneal inh
C/C=C/c1ccc(C2[C@@H]3CN(C(=O)c4ccc5c(c4)OCO5)C[C@H]2N3)cc1 (stereo not given in full)	-11&-1	5&42	nt	0.1&0.0	0.0&0.0	-9&4	nt	-2&34
COc1cc(NS(C)(=O)=O)c(OC)cc1NC(=O)c1cccc(F)c1	-2	0	-10	nt	nt	nt	-1	-9
CC1(C)Cc2c(c(N3CCCC3)nc3sc(C(=O)Nc4ccccc4)c(N)c23)CO1	-29	-7	nt	nt	0.3	18	59*	-11
NC(=O)c1ccccc1OCC(=O)Nc1cccnc1Cl	-14	-4	4	-0.7	0.0	0	3	7
COc1cc(NCCCn2cnc3c(OC)ncnc32)cc(OC)c1OC	-8	0	0	-0.1	0.4	5	-3	-6
CN(C)c1ccc(C(=S)N2CCN(Cc3ccccc3)CC2)cc1	10	2	nt	-0.6	0.3	9	5	0
CCc1ccc(CN(C)C(=O)CC2C(=O)NCCN2Cc2ccoc2)cc1 (stereo not given)	0	15	nt	3.5	-0.1	9	15	-11
C[C@H]1CN([C@@H](C)CO)C(=O)c2cc(C3=CCCC3)cnc2O[C@H]1CN(C)Cc1ccc(F)cc1	1	2	3	-0.2	-1.1	-10	-3	-3
CC(=O)N1c2ccccc2CCc2ccc(N)cc21	1	-2	-7	nt	0.0	1	0	-12
CCCCCCCCN1[C@@H](CC(=O)OCC)c2cc(C(F)(F)F)ccc2S1(=O)=O	5	6	-1	-0.1	0.1	-1	-3	-20
Cn1cccc1/C=N\NC(=O)c1cncc(Br)c1	3	-4	-1	-0.1	0.0	2	nt	3
COc1ccc(NC(=O)CN2CCC(C)CC2)c([N+](=O)[O-])c1	-20	11	5	nt	nt	nt	20	-14
NC(=NCCc1ccc(Cl)cc1)NS(=O)(=O)c1ccccc1	2	-1	-22	nt	-0.1	-11	0	9
CC(OC(=O)C1=Cc2ccccc2OC1)C(=O)NC(C)(C)C (stereo not given)	-1	-6	nt	nt	0.0	-3	nt	-18
Cc1ccccc1Nc1nc2nonc2nc1N1CCOCC1	-3	-1	-10	nt	0.0	1	nt	-13
Cc1nc2ccccc2nc1N1CCOCC1	nt	0	1	nt	nt	nt	1	-24
COc1c(Cl)c(=O)oc2ccc(Cl)cc12	1	-35	3	0.1	0.2	2	nt	-6
Cc1ccccc1CN1CCC(Oc2ccc(C(=O)NCc3ccccn3)cc2)CC1	-1	0	-13	nt	0.0	-9	-4	-22
NC(=O)C1CCN(c2cc(Cl)nc(N)n2)CC1	11	1	nt	nt	0.0	2	nt	-7
